CCHF vOTU inh – CCHFV vOTU protease inhibition; Pep-AMC fluorescence; inhibition, % at 11.5 µM; 0.55% of 370,000 active; note: 0% = vehicle wells with enzyme and 100% = no enzyme wells
Mtb UGM inh – Mtb UDP-galactopyranose mutase inhibition | purified UGM, fluorescence polarization probe displacement | inhibition, % at 10 µM | 0.06% of 320,000 active; in the data active = inhibition above about 10%, passing the limit was not always enough; inconclusive = no clear call, values can overlap the other calls
Target sequence (P9WIQ1 whole entry, looked up): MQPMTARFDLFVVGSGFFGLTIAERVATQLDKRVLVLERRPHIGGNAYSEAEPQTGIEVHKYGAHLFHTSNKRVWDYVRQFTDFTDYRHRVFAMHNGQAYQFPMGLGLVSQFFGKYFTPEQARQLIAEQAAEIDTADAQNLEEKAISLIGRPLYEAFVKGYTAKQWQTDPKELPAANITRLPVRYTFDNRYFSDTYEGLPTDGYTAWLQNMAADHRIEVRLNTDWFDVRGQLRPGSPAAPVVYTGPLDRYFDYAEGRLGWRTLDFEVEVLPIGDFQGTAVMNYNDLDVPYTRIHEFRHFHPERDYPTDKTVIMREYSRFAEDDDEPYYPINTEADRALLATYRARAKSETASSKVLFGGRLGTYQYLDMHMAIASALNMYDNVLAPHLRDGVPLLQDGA
MazF activator – MazEF (E. coli) toxin RNase activation; P0AE70; FAM/BHQ RNA-DNA oligo cleavage fluorescence, 5 h; activation, % at 20 µM; 0.32% of 350,000 active; in the data active = activation above about 50%
Target sequence (P0AE70 whole entry, looked up): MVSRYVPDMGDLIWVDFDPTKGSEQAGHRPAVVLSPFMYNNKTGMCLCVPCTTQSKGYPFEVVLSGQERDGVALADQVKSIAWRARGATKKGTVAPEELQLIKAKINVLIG
Mtb FBA inh – Mtb fructose-bisphosphate aldolase inhibition; purified M. tuberculosis FBA, fluorescence read-out; inhibition, % at 1 µM; 2.3% of 360,000 active; in the data active = inhibition above about 27%;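 note: 0% = vehicle and 100% = reference inhibitor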
Target sequence (P9WQA3 whole entry, looked up): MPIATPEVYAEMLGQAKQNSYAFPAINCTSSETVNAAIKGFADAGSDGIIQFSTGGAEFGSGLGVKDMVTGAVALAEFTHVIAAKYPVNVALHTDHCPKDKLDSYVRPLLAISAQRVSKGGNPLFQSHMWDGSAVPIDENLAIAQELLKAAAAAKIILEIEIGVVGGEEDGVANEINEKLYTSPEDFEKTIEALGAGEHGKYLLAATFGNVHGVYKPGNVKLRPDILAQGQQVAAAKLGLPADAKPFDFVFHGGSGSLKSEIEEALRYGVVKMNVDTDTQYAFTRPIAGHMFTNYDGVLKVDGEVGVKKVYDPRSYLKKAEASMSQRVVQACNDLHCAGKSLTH
FadD28 FP inh – blocks FadD28 binding to the bisubstrate probe; fluorescence polarization; inhibition, % at 12.5 µM; 0.22% of 360,000 active; in the data active = inhibition above about 8.5%, passing the limit was not always enough; inconclusive = no clear call, values can overlap the other calls
Rv3671c protease – inhibits the M. tuberculosis serine protease Rv3671c | P9WHR9 | inhibition, % at 5.96 µM | 0.048% of 320,000 active | AID 2606; in the data active = inhibition above about 38%;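 note: extracellular domain of Rv3671c used as enzyme; 0% = enzyme with DMSO and 100% = no enzyme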
Mtb BioA inh – inhibitors of Mycobacterium tuberculosis BioA enzyme; purified M. tuberculosis BioA enzyme, plate reader; AID 602481; 0.096% of 360,000 active; inhibition, % at 9.99 µM; in the data active = inhibition above about 40%; inconclusive = no clear call, values can overlap the other calls
BoNT-F LC inh – inhibitors of Botulinum neurotoxin F light chain protease | 0.22% of 360,000 active | inhibition, % at 10 µM | AID 588497 | Multiplex microsphere protease cleavage assay, flow cytometry; in the data active = inhibition above about 35%, passing the limit was not always enough; inconclusive = no clear call, values can overlap the other calls; note: plate controls were buffer without enzyme for full effect and enzyme alone for no effect
GDH-TPI inh – counter-screen for M. tuberculosis FBA inhibitors: GDH-TPI coupled enzymes | 1.2% of 360,000 active | GDH-TPI coupled enzyme counterscreen, NADH absorbance | inhibition, % at 4.8 µM | AID 588335;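 note: 0% = DMSO wells and 100% = wells lacking the enzyme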
DUSP3 inh – inhibitors of human VHR1 phosphatase (DUSP3) | recombinant VHR phosphatase, pNPP absorbance | inhibition, % at 13.3 µM | 0.52% of 290,000 active; in the data active = inhibition above about 50%; note: some compounds called inactive have numbers as strong as hits
Target sequence (P51452 whole entry, looked up): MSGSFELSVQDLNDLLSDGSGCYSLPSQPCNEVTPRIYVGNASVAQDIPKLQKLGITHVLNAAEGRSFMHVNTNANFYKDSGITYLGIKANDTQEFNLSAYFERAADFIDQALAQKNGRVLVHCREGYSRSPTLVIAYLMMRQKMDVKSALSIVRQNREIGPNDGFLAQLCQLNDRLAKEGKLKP
* hit, by the source's call; ? = inconclusive; / = no result given. Cut-off read from the data, not from the text of the source, unless noted: active = inhibition above about 30%; inactive = the rest.

SMILES | CCHF vOTU inh | Mtb UGM inh | MazF activator | Mtb FBA inh | FadD28 FP inh | Rv3671c protease | Mtb BioA inh | BoNT-F LC inh | GDH-TPI inh | DUSP3 inh
CCOc1ccc(OCc2ccc(C(=O)NCc3ccncc3)o2)cc1 | -16 | 2.8 | 1 | 1 | -3.1 | -1 | 0.3 | -9 | 3 | 7
CSc1cccc(NC(=O)c2[nH]c(C)c(C(C)=O)c2C)c1 | 0 | 0.1 | -28 | 5 | -3.9 | -5 | / | 12 | 11 | 6
CN(C)S(=O)(=O)c1ccc(C(=O)Nc2nnc(SCc3cccc4ccccc34)s2)cc1 | -7 | -2.3 | -5 | -2 | -0.6 | -12 | / | -10 | 8 | -6
COc1cc(C#N)c(NC(=O)CN2CCN(CCO)CC2)cc1OC | 4 | 1.8 | 19 | -8 | -0.9 | -3 | / | -3 | -6 | 26
COc1ccc(/C=N/NC(=O)C(C)Sc2ccccn2)cc1[N+](=O)[O-] (stereo not drawn) | 10 | -1.0 | 3 | -3 | -1.7 | 2 | / | 2 | -6 | 12
O=C(CC1CCC1)NC(c1ccccc1)c1ccccc1 | -3 | -1.7 | -8 | 0 | -2.7 | 7 | 0.5 | -4 | 2 | 17
O=C(NCCS(=O)(=O)NCc1ccc2c(c1)OCO2)c1ccccc1 | 0 | 2.1 | 1 | -1 | -3.6 | 8 | -0.7 | 0 | 6 | /
CCOc1ccc(S(=O)(=O)N(CC)CC(=O)NCc2ccco2)cc1C | 10 | 2.7 | -1 | 3 | -1.7 | 11 | -1.6 | -1 | -2 | 12
Cc1ccccc1-n1nc(C)c2cc(C(=O)N3CCN(S(=O)(=O)c4ccc(Cl)cc4)CC3)sc21 | -13 | -2.9 | -9 | 1 | -3.6 | -4 | -1.6 | -7 | 4 | 12
Cc1ccc(S(=O)(=O)N(CC(O)CN2CCOCC2)c2cccc([N+](=O)[O-])c2)cc1 (stereo not drawn) | 3 | 0.3 | 18 | -4 | 0.9 | 3 | -0.6 | 3 | -3 | 5
CCCOc1ccc(F)cc1-c1cc(C(=O)Nc2ccc(OC)nc2)[nH]n1 | / | / | / | 0 | -1.5 | / | -1.1 | -10 | 12 | /
COc1cccc(NC(=O)CSc2nc3ncc(Br)cc3[nH]2)c1 | 13 | -1.2 | 3 | 2 | 0.2 | -11 | 3.1 | -1 | 0 | -10
NC(=O)c1cc(NC(=O)c2ccc(NS(=O)(=O)c3cccs3)cc2)cc(C(N)=O)c1 | 9 | -2.2 | 15 | 4 | / | -7 | 1.1 | -2 | 1 | 23
O=C(Nc1ccc(F)cc1F)c1cc2ncc(CCCl)cn2n1 | 5 | -0.2 | 3 | 0 | -3.1 | -2 | / | 4 | 3 | -11
COc1ccc(-c2c(C)n([O-])c3c([n+]2=O)CCCCC3)cc1OC | -11 | -3.9 | 1 | -2 | -1.0 | 2 | / | -1 | 9 | 32
Oc1ccc(-c2[nH]nc(-c3ccccc3)c2-c2nc3ccccc3[nH]2)cc1 | -2 | 2.4 | 5 | 4 | -7.5 | -1 | 0.8 | -6 | -8 | 11
COc1ccc(S(=O)(=O)N2CCN(C/C=C/c3ccccc3)CC2)cc1NC(C)=O | -5 | -4.7 | 1 | -2 | 1.6 | -1 | 11 | -5 | 11 | 32
COc1ccc(C(C#N)Nc2ccc(C)cc2)cc1 (stereo not drawn) | -3 | 0.0 | -3 | 2 | 1.8 | -5 | -1.5 | -15 | 0 | 0
O=C(NCCn1cc(SCC(=O)N2CCOCC2)c2ccccc21)c1ccccc1 | -2 | -1.4 | -5 | 1 | 0.9 | 6 | 0.3 | -3 | 1 | -6
CCOCCCNC(=O)C(NC(=O)Cc1c[nH]c2ccccc12)c1ccc(OC)cc1 (stereo not drawn) | 7 | -3.8 | 5 | 8 | -1.8 | 0 | / | 4 | 6 | -14
CCn1cc(-c2csc(N)n2)c(C)n1 | -21 | 0.8 | 2 | 1 | -1.8 | -6 | / | 1 | 3 | 22
Cc1ccc(OCC(=O)NCCNC(=O)c2ccncc2)cc1 | 8 | -0.1 | 15 | 1 | -0.5 | 6 | -1.0 | -4 | 2 | 44
CN(CCOc1ccccc1)S(=O)(=O)c1ccc2oc3ccccc3c2c1 | 7 | 2.3 | 3 | 1 | -0.3 | -23 | -2.0 | -7 | 16 | 19
CN1CCN(P(=O)(c2ccccc2)c2nc3ccccc3s2)CC1 (stereo not drawn) | 8 | 1.2 | 7 | 0 | 0.0 | 3 | 1.2 | -1 | 8 | 7
Cc1cc(OCc2cc(C(=O)N(C)CCc3cnn(C)c3)no2)cc(C)c1Cl | 12 | 2.9 | 3 | 4 | -3.7 | -1 | 2.0 | 5 | -1 | 1
CC(C)COCC(O)CCC(=O)NNC(=S)Nc1ccccc1 (stereo not drawn) | -6 | -6.1 | -6 | 2 | 0.3 | -7 | / | -26 | 7 | 8
Cc1cc(C)cc(NC(=O)Cn2cc(C=O)c3ccccc32)c1 | -5 | 2.6 | -6 | 2 | 1.6 | / | -1.7 | 1 | 3 | 18
COc1cccc(OC)c1C(=O)NC(C)c1ccccc1 (stereo not drawn) | -1 | 2.2 | 5 | 2 | -1.2 | -7 | / | -7 | 0 | 4
COc1ccc(-c2cn3cc(C(=O)NN)ccc3n2)cc1 | -70 | 0.2 | 3 | 42* | -6.8 | -16 | / | -2 | 4 | 31
OCCC1CN(Cc2cnc(-c3ccccc3)s2)CCN1C1CCCCC1 (stereo not drawn) | -2 | 0.4 | 2 | -2 | -0.3 | 8 | 0.3 | 3 | 5 | 22

One compound at a time, from the list above. Screens in order: CCHF vOTU inh | Mtb UGM inh | MazF activator | Mtb FBA inh | FadD28 FP inh | Rv3671c protease | Mtb BioA inh | BoNT-F LC inh | GDH-TPI inh | DUSP3 inh
COc1ccc(C(C#N)Nc2ccc(C)cc2)cc1 (stereo not drawn) reads -3 | 0.0 | -3 | 2 | 1.8 | -5 | -1.5 | -15 | 0 | 0
Cc1cc(OCc2cc(C(=O)N(C)CCc3cnn(C)c3)no2)cc(C)c1Cl reads 12 | 2.9 | 3 | 4 | -3.7 | -1 | 2.0 | 5 | -1 | 1
CCn1cc(-c2csc(N)n2)c(C)n1 reads -21 | 0.8 | 2 | 1 | -1.8 | -6 | / | 1 | 3 | 22
CN(CCOc1ccccc1)S(=O)(=O)c1ccc2oc3ccccc3c2c1 reads 7 | 2.3 | 3 | 1 | -0.3 | -23 | -2.0 | -7 | 16 | 19
COc1cccc(OC)c1C(=O)NC(C)c1ccccc1 (stereo not drawn) reads -1 | 2.2 | 5 | 2 | -1.2 | -7 | / | -7 | 0 | 4

Other entries.
SMILES | CCHF vOTU inh | Mtb UGM inh | MazF activator | Mtb FBA inh | FadD28 FP inh | Rv3671c protease | Mtb BioA inh | BoNT-F LC inh | GDH-TPI inh | DUSP3 inh
COc1ccc(S(=O)(=O)Nc2noc3ccccc23)cc1OC | 6 | 1.4 | -22 | 5 | -2.6 | -2 | -1.2 | 2 | 4 | 13
O=C(O)C1(c2ccccc2)CCN(S(=O)(=O)c2ccc(Cl)cc2)CC1 | 9 | -1.0 | 4 | -2 | -0.3 | -7 | -1.7 | ? | 5 | 6
CCN(CC)c1ccc2c(c1)C(=O)N(C)C2=O | 6 | 0.3 | -7 | -7 | -2.3 | -2 | 1.8 | 0 | 6 | -5
Cc1cc(C(=O)OCC(=O)Nc2nnc(C(C)C)s2)c2ccccc2n1 | -6 | 7.0 | -2 | 2 | 0.1 | -7 | / | -6 | 8 | 18
N#CCCN(C(=O)COC(=O)c1ccc2c(=O)n3c(nc2c1)CCC3)c1ccccc1 | -9 | -2.2 | -2 | 6 | -0.3 | 0 | / | -34 | 3 | -17
Cc1nnsc1-c1nc2ccccc2[nH]1 | -56 | -0.9 | 13 | 81* | -0.2 | 9 | 1.4 | -2 | 13 | -2
CC(=O)N(c1nc(CCl)cs1)c1c(C)cc(C)cc1C | 3 | -0.8 | 7 | 1 | -2.3 | 10 | / | 5 | 7 | -4
O=C(NCCc1ccc(Cl)cc1)c1nnc(Cc2ccc(Cl)cc2)o1 | -1 | -0.4 | -3 | -1 | -4.0 | 1 | -0.9 | -9 | 0 | 8
O=C(Nc1ccncc1)c1cc(S(=O)(=O)N2CCN(c3ccccc3)CC2)ccc1Cl | 9 | -0.3 | 2 | -1 | -1.4 | 1 | -0.6 | -10 | -1 | /
COc1cc2c(c(OC)c1OC)-c1ccc(N(C)CC(OC)OC)c(=O)cc1[C@@H](NC(C)=O)CC2 | 4 | -2.3 | 0 | -1 | -0.8 | 2 | / | -3 | 23 | 18
Cc1nc2c3ccccc3nc(NNC(=O)CCC(=O)NCCN3CCN(c4ccccc4F)CC3)n2n1 | / | -1.5 | 4 | 4 | -2.0 | 2 | 0.3 | 4 | -12 | 32
Cc1nn(CCC(=O)NNC(=S)NCC(C)C)c(C)c1Br | -11 | -1.3 | 3 | 1 | -2.5 | 0 | 0.3 | 2 | -3 | 10
O=C1CC(NS(=O)(=O)c2cccnc2)CN1c1cccc(F)c1 (stereo not drawn) | -4 | 0.7 | -1 | -2 | -5.1 | 2 | / | 1 | -8 | /
CCOc1ccc2[nH]c(SCC(=O)OC)c([N+](=O)[O-])c2c1 | -2 | 0.7 | -23 | -5 | -0.1 | 0 | / | 4 | 6 | 15
CCc1ccc(NC(=O)N(CCN2CCOCC2)Cc2ccc3c(c2)CCCN3CC)cc1 | 1 | -1.6 | -10 | 2 | 0.2 | 0 | 0.0 | -24 | 0 | 8
CCOC(=O)CNC(=O)Cn1cnc2c(nnn2-c2ccccc2)c1=O | / | 0.4 | 2 | 3 | -0.3 | -1 | -1.5 | 5 | 3 | 25
OCC1(c2cc(C(F)(F)F)n[nH]2)CCCCC1 | 5 | 0.1 | 2 | 5 | -2.0 | -4 | / | 4 | -6 | -2
O=C(CN1C2=NCCCN2c2ccccc21)c1cccc(Br)c1 | 1 | 0.5 | 8 | 0 | -0.8 | 4 | / | -3 | 0 | 7
Nn1c(SCC(=O)Nc2ccccc2)nnc1-c1cccnc1 | 7 | 0.5 | 7 | 2 | -3.9 | 1 | 29 | 7 | 0 | -11
CCCN1CCN(C(c2cc3cc4c(cc3[nH]c2=O)OCO4)c2nnnn2C(C)(C)C)CC1 (stereo not drawn) | -56 | 2.4 | 4 | 66* | -2.8 | -4 | 0.1 | -3 | 12 | 19
CC(CN1CCOCC1)OC(=O)c1ccc(Cl)cc1Cl (stereo not drawn) | -3 | -1.0 | 6 | 1 | -4.4 | 9 | 0.9 | -3 | 1 | 12
CCCOc1ccc(CC(=O)N/N=C\c2ccc(F)cc2)cc1 | -3 | 1.3 | -2 | 0 | -1.2 | 10 | -1.1 | ? | 3 | 28
COc1cc2c(cc1OC)-c1cc(Nc3ccccc3C)nc(=O)n1CC2 | 20 | 0.7 | 7 | 0 | -3.1 | 3 | 6.9 | -1 | 23 | /
O=c1cc(N2CCc3ccccc3C2)[nH]c(=O)n1-c1ccc(Br)cc1 | -23 | 5.2 | 8 | 0 | -0.1 | -5 | -1.5 | -3 | -1 | 14
O=C(C1CCCN(c2nnc(-n3cccc3)s2)C1)N1CCN(c2ccccc2)CC1 (stereo not drawn) | -3 | -0.3 | -15 | 1 | -0.7 | 7 | 0.3 | -4 | -6 | -8
COc1ccc(C(=O)Nc2c(O)ccc3ccccc23)cc1OC | -9 | 2.8 | 9 | 2 | -0.9 | -1 | -0.6 | ? | 17 | /
COc1ccccc1S(=O)(=O)N(C)C[C@H]1Oc2ncc(Br)cc2C(=O)N([C@H](C)CO)C[C@H]1C | -4 | / | 5 | 0 | -1.0 | / | -2.4 | -4 | 2 | /
CC(C)(C)c1ccc(OC(=O)Cn2c(C(F)(F)F)nc3ccccc32)cc1 | 14 | 0.0 | -2 | 1 | -0.5 | -1 | 1.0 | 6 | 5 | 14
COCC(C)OC(=O)c1c(N)n(CCCN2CCOCC2)c2nc3ccccc3nc12 (stereo not drawn) | -103 | 3.0 | -1 | 104* | -4.4 | 4 | 2.8 | ? | -3 | -7
CCOC(=O)C1CCN(Cc2nnc(-c3ccccc3C)o2)CC1 | 6 | 1.2 | -6 | -1 | -0.9 | 1 | 0.4 | 16 | -3 | -18
CCNS(=O)(=O)c1ccc(NC(=S)NCc2ccco2)cc1 | -8 | 0.5 | 1 | 0 | 0.0 | 7 | / | -2 | 17 | -2
